Screening results (PubChem BioAssay)
A3G deaminase – APOBEC3G DNA deaminase inhibitors, primary screen, biochemical, fluorescence, single-stranded DNA substrate, uHTS; DNA dC->dU-editing enzyme APOBEC-3G (Homo sapiens), Q9HC16; recombinant A3G, ssDNA deamination FAM/TAMRA fluorescence; inhibition, % at 20 µM; hit rate 0.28% among 330,000; AID 493012, 2011;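 active = inhibition of at least 40% at 20 µM, with no more than 30% in the related APOBEC3A deaminase screen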;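 also: plate controls were DMSO wells with A3G for no effect and wells lacking A3G enzyme for full effect; some compounds called inactive have numbers as strong as hits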
ATG4B inh – ATG4B protease inhibitors, primary screen, biochemical, fluorescence, uHTS. ATG4B cleavage of LC3-PLA2, NBD-HPC fluorescence, 1 h. inhibition, % at 8.33 µM. hit rate 0.51% among 340,000. AID 504462, 2011; in the data active = inhibition above about 40%
mIAP block – inhibitors of mouse IAP, primary screen, biochemical, luminescence, uHTS | intestinal alkaline phosphatase [Mus musculus] | purified mouse IAP, CDP-Star luminescence, 30 min | inhibition, % at 10 µM | hit rate 0.2% among 330,000;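 active = inhibition of at least 40% at 10 µM in the primary screen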;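 also: plate controls were DMSO with enzyme for no effect and no enzyme wells for full effect; values of inactives mirror those of a sister screen read the other way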
beta cell repl – inducers of MIN6 beta-cell proliferation, primary screen, ATP luminescence, uHTS; MIN6 cells proliferation, ATPlite luminescence, 48 h; cells starved in 0.2% serum; 100% = growth in 10% serum; proliferation, % at 10 µM; hit rate 0.29% among 330,000;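 active = compounds whose signal lies at least 3.5 SD above the mean of all wells on their plate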;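 also: 0% = DMSO-treated cells in low-serum medium and 100% = 10% serum control; some compounds called inactive have numbers as strong as hits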
hIAP activ – human IAP activators, primary screen, biochemical, luminescence, uHTS. purified human IAP, CDP-Star luminescence, 30 min; stronger effect = higher value; 1 = vehicle-only enzyme, 0 = enzyme-free background. Intestinal-type alkaline phosphatase (Homo sapiens), P09923. activation factor at 10 µM. hit rate 0.16% among 330,000. AID 2524, 2010;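 active = activation factor of the enzyme at least 2-fold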; also: the source names both 10 and 20 µM as test concentration; values of inactives mirror those of a sister screen read the other way
mIAP act – activators of mouse IAP, primary screen, biochemical, luminescence, uHTS | intestinal alkaline phosphatase [Mus musculus] | muIAP, CDP-Star luminescence, 30 min; stronger effect = higher value; 1 = vehicle-only enzyme signal, 0 = enzyme-free wells | activation factor at 10 µM | hit rate 0.24% among 330,000;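 active = activation factor of at least 2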; also: the source names both 10 and 20 µM as test concentration; values of inactives mirror those of a sister screen read the other way
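also added = chemiluminescent substrate CDP-Star | test system = mouse IAP enzyme | signal = chemiluminescence readout | compound = DMSO-dissolved test compounds | incubation = 30 min at room temperature | benchmarks = DMSO wells, no-enzyme wells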
APOBEC3A inh – APOBEC3A ssDNA deaminase inhibitors, primary screen, selectivity assay for APOBEC3G inhibitor project, biochemical, FAM/TAMRA oligo cleavage fluorescence. recombinant A3A, FAM/TAMRA ssDNA deamination fluorescence. hit rate 0.41% among 330,000. inhibition, % at 20 µM. DNA dC->dU-editing enzyme APOBEC-3A (Homo sapiens), P31941;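 active = at least 40% inhibition at 20 µM here, with at most 30% in a related deaminase screen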;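 also: plate controls were A3A with DMSO for no effect and wells lacking A3A enzyme for full effect; some results filed as inactive read as strong as hits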
MPTP block – mitochondrial permeability transition pore inhibitors, primary screen, biochemical, isolated mouse mitochondria, absorbance; hit rate 1.4% among 360,000; inhibition, % at 10 µM; AID 602449, 2012; Ca2+ swelling absorbance, 30 min;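 active = inhibition of 50% or more, scaled per plate between neutral and stimulator controls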;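 also: 0% = DMSO wells given calcium and 100% = 1 mM EGTA wells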
hIAP block – human IAP inhibitors, primary screen, biochemical, luminescence, uHTS; Intestinal-type alkaline phosphatase (Homo sapiens), P09923; purified IAP, CDP-Star luminescence, 30 min; inhibition, % at 10 µM; hit rate 0.12% among 330,000; AID 2544, 2010;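 active = inhibition reaching a set limit with compound at 10 µM in the primary screen, cut at about 35% in these data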;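 also: plate controls were DMSO wells with enzyme for no effect and no-enzyme buffer wells for full effect; values of inactives mirror those of a sister screen read the other way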
Starred values were filed as active, the others as inactive; . = no result given. Random draw from the library (roughly 3.3% active in at least one column).

SMILES | A3G deaminase | ATG4B inh | mIAP block | beta cell repl | hIAP activ | mIAP act | APOBEC3A inh | MPTP block | hIAP block
CCn1c(=O)c(C(=O)CN(C)CC(=O)Nc2ccccc2Br)c(N)n(Cc2ccccc2)c1=O | -11 | 4 | -3 | -5 | 0.92 | 1 | -2 | 0.1 | 8
COC(=O)c1ccc2c(c1)c(C#Cc1ccccc1)c(-c1ccccc1)n2C | -3 | 1 | -13 | . | . | 1.3 | 4 | -0.7 | .
CCN1C(=O)[C@@H]2[C@@H](c3ccc(SC4CCCCC4)c(OC)c3)N3CCCC[C@@]3(C(=O)OC)[C@@H]2C1=O | -2 | -2 | 8 | -6 | 1 | 0.93 | 1 | -0.1 | -2
O=C(O/N=C/c1ccc2c(c1)OCO2)c1ccccc1Cl | -5 | . | 14 | -1 | 1.1 | 0.86 | -6 | . | -6
COc1ccccc1NC(=O)C(C)OC(=O)c1cc2ccccc2[nH]1 (configuration not stated) | 6 | -8 | 12 | -6 | 1 | 0.89 | 2 | -1.5 | 0
CC(C)(CC(=O)O)CC(=O)Nc1ccc2c(c1)ncn2CCc1ccccc1 | -7 | 2 | 4 | -1 | 1 | 0.96 | -2 | -1.7 | -1
CCn1c(SCC(=O)Nc2oc(-c3ccccc3)c(-c3ccccc3)c2C#N)nnc1-c1ccncc1 | -8 | -2 | 1 | -3 | 1.1 | 0.99 | -4 | 1.2 | -8
COc1cc(/C=N/NC(=O)c2ccc(N3CCCC3=O)cc2)ccc1O | -9 | -7 | 3 | -2 | 0.82 | 0.97 | -6 | 2.5 | 18
CCN(Cc1ccccc1)C(c1ccc(C)cc1)c1nnnn1C(C)(C)C (configuration not stated) | -2 | 2 | 1 | -6 | 1.2 | 0.99 | 0 | 4.6 | -15
Cc1cc(NCCCCO)n2c(nc3ccccc32)c1C#N | -3 | -5 | 1 | -3 | 1.2 | 0.99 | -3 | -0.7 | -21

As entered above:
`CCn1c(SCC(=O)Nc2oc(-c3ccccc3)c(-c3ccccc3)c2C#N)nnc1-c1ccncc1` @ mIAP block: 1
`CCN(Cc1ccccc1)C(c1ccc(C)cc1)c1nnnn1C(C)(C)C` (configuration not stated) @ mIAP block: 1
`COc1cc(/C=N/NC(=O)c2ccc(N3CCCC3=O)cc2)ccc1O` @ APOBEC3A inh: -6
`CC(C)(CC(=O)O)CC(=O)Nc1ccc2c(c1)ncn2CCc1ccccc1` @ hIAP block: -1

(further entries)
SMILES | A3G deaminase | ATG4B inh | mIAP block | beta cell repl | hIAP activ | mIAP act | APOBEC3A inh | MPTP block | hIAP block
CN(C(=O)C1CCC1C(=O)O)c1nc(-c2ccc(Cl)s2)cs1 (configuration not stated) | -6 | 8 | 4 | 0 | 1.3 | 0.95 | -2 | 1.1 | -29
CC(=O)NC(Cc1ccc(F)cc1)C(=O)NC1CCN(C(=O)Nc2ccccc2C)CC1 (configuration not stated) | -5 | 3 | -10 | -2 | 1.2 | 1.1 | 1 | 1.9 | -16
S=C1NCN(Cc2ccco2)CN1c1cccc2ccccc12 | -5 | 0 | -4 | -4 | 1 | 1 | -5 | 1.2 | -4
O=C(C1CCCO1)N1CCN(C(=S)Nc2ccc(Br)cc2)CC1 (configuration not stated) | -9 | -10 | -3 | 4 | 1.1 | 1 | -3 | 0.0 | -9
COCCNC(=O)C1CC2Cn3c(nc4cc(C)c(C)cc43)C2N1C (configuration not stated) | -7 | -11 | 3 | 5 | 0.95 | 0.97 | -3 | -0.4 | 5
Cn1c(=O)cc(SCC(=O)N2CCCC2)c2ccccc21 | -6 | 2 | 4 | -2 | 1.2 | 0.96 | -1 | -0.5 | -21
O=C(O)c1ccccc1NS(=O)(=O)c1cccc2nsnc12 | -2 | -2 | -6 | -1 | 1.2 | 1.1 | -4 | -1.5 | -21
Cc1ccc(N(CC(=O)NCCSc2ccccn2)S(=O)(=O)c2ccc(F)cc2)cc1 | -4 | -6 | 3 | -1 | 1.1 | 0.97 | -1 | -0.2 | -14
COc1cccc(CN2C(=O)N(C(C)C)C(N(O)C(=O)NC(C)C)C2(C)C)c1OC (configuration not stated) | -8 | -5 | 5 | 4 | 1 | 0.95 | -6 | -3.2 | -5
Cc1ccc(S(=O)(=O)N(C(=O)c2ccncc2)c2ccc(OC(=O)c3ccncc3)c3ccccc23)c(C)c1 | 0 | -8 | 4 | -5 | 1.1 | 0.96 | 3 | -3.4 | -10

Some of the entries so far, with each value named.
O=C(O/N=C/c1ccc2c(c1)OCO2)c1ccccc1Cl
  A3G deaminase = -5
  ATG4B inh = .
  mIAP block = 14
  beta cell repl = -1
  hIAP activ = 1.1
  mIAP act = 0.86
  APOBEC3A inh = -6
  MPTP block = .
  hIAP block = -6

COc1ccccc1NC(=O)C(C)OC(=O)c1cc2ccccc2[nH]1 (configuration not stated)
  A3G deaminase = 6
  ATG4B inh = -8
  mIAP block = 12
  beta cell repl = -6
  hIAP activ = 1
  mIAP act = 0.89
  APOBEC3A inh = 2
  MPTP block = -1.5
  hIAP block = 0

CC(C)(CC(=O)O)CC(=O)Nc1ccc2c(c1)ncn2CCc1ccccc1
  A3G deaminase = -7
  ATG4B inh = 2
  mIAP block = 4
  beta cell repl = -1
  hIAP activ = 1
  mIAP act = 0.96
  APOBEC3A inh = -2
  MPTP block = -1.7
  hIAP block = -1

Later entries
SMILES | A3G deaminase | ATG4B inh | mIAP block | beta cell repl | hIAP activ | mIAP act | APOBEC3A inh | MPTP block | hIAP block
CCCc1cc(=O)[nH]c(SCc2cccnc2)n1 | -7 | 18 | -9 | 3 | 1.1 | 1.1 | -2 | -2.9 | -6
CC1CCN(c2ccccc2NC(=O)c2cc3ccccc3o2)CC1 | -1 | 9 | 2 | -7 | 0.9 | 0.98 | 1 | 2.2 | 10
Cc1ccc(C(C)C)c(OCCn2ccnc2C)c1 | -13 | -5 | 3 | -1 | 0.85 | 0.97 | -7 | 1.2 | 15
CC1N=C2c3ccccc3N=C(SCc3cc(=O)n4cc(Cl)ccc4n3)N2C1=O (configuration not stated) | -2 | -10 | 20 | -3 | 1 | 0.8 | 18 | -1.1 | 0
CCCOc1ccc(C2C(=O)N(C3CCCCC3)CC(=O)N2CCCOCC)cc1OC (configuration not stated) | -4 | 2 | 4 | -3 | 0.91 | 0.96 | 0 | -1.2 | 9
O=C(NCc1ccc(Cl)cc1)[C@@H]1CCCN1S(=O)(=O)c1ccc(Cl)cc1 | -8 | -8 | 5 | -4 | 0.99 | 0.95 | -6 | 1.1 | 0
CCN(CC)CCN(Cc1cc2cc(C)cc(C)c2[nH]c1=O)C(=S)NCc1ccco1 | -8 | 1 | 14 | -6 | 1 | 0.86 | -1 | -0.4 | -4
C=C1/C(=C\C=C2/CCC[C@]3(C)[C@@H]([C@H](C)CCCC(C)(C)O)CC[C@@H]23)C[C@@H](O)C[C@@H]1O | -8 | . | -4 | -8 | 1.6 | 1 | -3 | . | -57
O=S(=O)(c1cccc(-c2nnc(SC(F)F)n2-c2ccccc2)c1)N1CCCCC1 | -2 | -5 | 3 | 2 | 0.89 | 0.97 | 1 | -5.6 | 11
CC(C)CCOc1ccc(/C=N/N2C(=O)CSC2=S)cc1 | -5 | 26 | 19 | 2 | 0.93 | 0.81 | 2 | -1.7 | 7

3 of the entries above in order of their number in hIAP activ, descending:
| molecule | A3G deaminase | ATG4B inh | mIAP block | hIAP activ | mIAP act | APOBEC3A inh | MPTP block | hIAP block |
| --- | --- | --- | --- | --- | --- | --- | --- | --- |
| C=C1/C(=C\C=C2/CCC[C@]3(C)[C@@H]([C@H](C)CCCC(C)(C)O)CC[C@@H]23)C[C@@H](O)C[C@@H]1O | -8 | . | -4 | 1.6 | 1 | -3 | . | -57 |
| Cc1ccc(N(CC(=O)NCCSc2ccccn2)S(=O)(=O)c2ccc(F)cc2)cc1 | -4 | -6 | 3 | 1.1 | 0.97 | -1 | -0.2 | -14 |
| CCN(CC)CCN(Cc1cc2cc(C)cc(C)c2[nH]c1=O)C(=S)NCc1ccco1 | -8 | 1 | 14 | 1 | 0.86 | -1 | -0.4 | -4 |

(more compounds)
SMILES | A3G deaminase | ATG4B inh | mIAP block | beta cell repl | hIAP activ | mIAP act | APOBEC3A inh | MPTP block | hIAP block
C[C@H](CO)N1C[C@H](C)[C@@H](CN(C)S(=O)(=O)c2ccc(F)cc2)Oc2ccc(NS(=O)(=O)c3cccs3)cc2C1=O | -8 | -4 | -14 | -2 | 0.94 | 1.1 | -4 | -0.2 | 6
O=C(/C=C/c1cccc(OCc2ccccc2)c1)c1cccnc1 | -5 | -7 | 14 | -6 | 0.99 | 0.86 | -1 | 1.5 | 1
CN(Cc1c(F)cccc1Cl)C(=O)CCc1c[nH]c2ccccc12 | -11 | 6 | -11 | 6 | 0.99 | 1.1 | -5 | 3.0 | 1
COCCN(C(=O)COC(=O)c1cccnc1SC)c1c(N)n(Cc2ccccc2)c(=O)[nH]c1=O | -5 | -7 | -1 | 1 | 1 | 1 | 0 | -0.8 | -2
Cc1nc(CC(=O)c2c(C)cc(O)cc2O)cs1 | -2 | 0 | -11 | -1 | 1.1 | 1.1 | -3 | 0.0 | -8
Cc1ccc(S(=O)(=O)N2CCN(C(=O)c3ccc4ccccc4n3)CC2)c(C)c1 | 2 | -2 | 4 | -3 | 0.99 | 0.96 | 2 | -2.8 | 1
CCCC(=O)c1c(NCCO)cc(C)oc1=O | -6 | -4 | 10 | 2 | 1 | 0.9 | -3 | 0.4 | -2
C/C(=N\N=C1\NC(=O)C(CC(=O)O)S1)c1ccccn1 (configuration not stated) | -10 | 9 | -2 | -1 | 1 | 1 | 1 | -1.3 | -1
CCCN(c1ccc(OCC)cc1)S(=O)(=O)c1ccc2c(c1)NC(=O)CO2 | 5 | -8 | -7 | -3 | 1 | 1.1 | 6 | 2.4 | 0
Cc1ncc([N+](=O)[O-])n1CC(=O)NC1CCCC1 | 10 | -24 | -2 | 3 | 0.99 | 1 | -1 | 0.0 | 1
Cc1occc1C(=O)NCCCCNC(=O)c1ccoc1C | -1 | -1 | 0 | -2 | 0.9 | 1 | 0 | -0.2 | 10
Cc1c(NC(=O)c2cccs2)c(=O)n(-c2ccccc2)n1C | -10 | -2 | -6 | 2 | 0.82 | 1.1 | -3 | -0.3 | 18
COc1ccc(C2/C=C\CC(OCc3ccccc3)CC(=O)N2Cc2cccc(F)c2)cc1 (configuration not stated) | -1 | . | -10 | . | . | 1.2 | 2 | 0.9 | .
Cc1ccc(C)c(NC2CCCCC2NS(=O)(=O)c2ccccc2)c1 (configuration not stated) | -8 | 16 | -12 | -5 | 1 | 1.1 | -9 | 0.2 | -2
CCO[C@@H]1OC(C(=O)NC2CC2)=C[C@H](c2coc3ccccc3c2=O)[C@H]1CCCO | -8 | -4 | -1 | -3 | 1.3 | 1 | -6 | -1.8 | -30
Cn1c(Cn2nnc3ccccc32)nnc1SCC(=O)Nc1ccc2c(c1)OCO2 | 1 | -14 | 10 | -2 | 1 | 0.9 | 7 | -0.2 | 0
N#C/C(=C(/O)CCl)c1nc2c(s1)CCc1ccccc1-2 | 20 | -14 | 10 | 0 | 0.99 | 0.9 | -3 | 55* | 1
